Assay outcomes deposited in PubChem BioAssay by The Scripps Research Institute Molecular Screening Center.
NOTCH ag: NOTCH pathway agonism. NOTCH signaling luciferase reporter cells, luminescence. activation, % at 2.5 µM. 15,000 compounds, 0.4% hits. AID 434982; in the data active = activation above about 2.2%
S1P1 ag: S1P1 (human) receptor agonism. S1P1 agonist cell-based reporter assay. activation, % at 4.5 µM. 16,000 compounds, 1.5% hits. AID 1044; in the data active = activation above about 80%
Target sequence (P21453 whole entry, looked up): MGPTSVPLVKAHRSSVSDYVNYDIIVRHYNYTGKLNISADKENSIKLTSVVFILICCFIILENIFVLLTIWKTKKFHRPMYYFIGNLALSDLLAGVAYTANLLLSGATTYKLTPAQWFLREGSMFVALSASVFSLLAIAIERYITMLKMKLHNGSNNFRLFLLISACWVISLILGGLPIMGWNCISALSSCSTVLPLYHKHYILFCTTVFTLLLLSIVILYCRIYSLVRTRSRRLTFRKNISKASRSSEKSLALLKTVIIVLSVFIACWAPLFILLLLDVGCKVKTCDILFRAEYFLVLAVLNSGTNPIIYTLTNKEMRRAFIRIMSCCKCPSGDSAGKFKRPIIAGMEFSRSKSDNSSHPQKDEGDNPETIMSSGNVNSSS
luminol inh ctr: quenches luminol chemiluminescence in Nox1 counter-screen. HRP/luminol/H2O2 chemiluminescence counterscreen. inhibition, % at 6.7 µM. 16,000 compounds, 0.4% hits. AID 1823; also: reference of the scale not given here
rat GALR2 agon: activates the rat galanin receptor 2 | O08726 | cell-based GALR2 agonist screen | activation, % at 10 µM | 16,000 compounds, 0.5% hits; in the data active = activation above about 15%
Target sequence (O08726 whole entry, looked up): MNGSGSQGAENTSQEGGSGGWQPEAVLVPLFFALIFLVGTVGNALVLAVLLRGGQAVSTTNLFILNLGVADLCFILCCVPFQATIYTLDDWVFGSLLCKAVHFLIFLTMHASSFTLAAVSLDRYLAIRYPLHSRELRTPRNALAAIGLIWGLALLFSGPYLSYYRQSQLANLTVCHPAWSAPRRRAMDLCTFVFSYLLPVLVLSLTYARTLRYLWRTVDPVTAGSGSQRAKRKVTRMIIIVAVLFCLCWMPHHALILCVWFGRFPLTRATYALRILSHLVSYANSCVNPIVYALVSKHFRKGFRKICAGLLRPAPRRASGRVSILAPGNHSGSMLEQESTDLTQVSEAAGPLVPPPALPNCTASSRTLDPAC
PME-1 Maybr inh: PME-1 (human) inhibition, Maybridge primary screen | AID 2291 | 16,000 compounds, 0.5% hits | recombinant PME-1, FP-Rh probe fluorescence polarization | Q9Y570 | inhibition, % at 9 µM; in the data active = inhibition above about 30%
Nox1 inhibitor: human Nox1 inhibition. inhibition, % at 6.7 µM. HT29 cells, luminol chemiluminescence ROS. 16,000 compounds, 0.81% hits. AID 1792. Q9Y5S8
OPRK1 antag MB: blocks the human kappa opioid receptor, Maybridge compounds. P41145. OPRK1 cells, antagonist mode, fluorescence readout. inhibition, % at 9 µM. 16,000 compounds, 0.4% hits; in the data active = inhibition above about 50%
TLR4 MyD88 blk: inhibitors of human TLR4-MyD88 binding; AID 811; inhibition, % at 10 µM; 16,000 compounds, 0.06% hits; Cell-based TLR4-MyD88 binding inhibition assay; O00206; in the data active = inhibition above about 45%
* = called active by the depositor. Rule as the data show it, unless noted: active = inhibition above about 75%; inactive = the rest.

1. CCc1ccc(NCN2C(=O)C(=O)c3ccccc32)cc1
2. COc1ccc(C(=O)N2CCc3sccc3C2c2ccc(Cl)cc2)cc1 (stereo unspecified)
3. COC(=O)c1cnc(N/N=C/C=C/c2ccccc2)nc1C(F)(F)F
4. O=[N+]([O-])c1ccc(Sc2c(-c3ccccc3)nc3ncccn23)cc1
5. Oc1c(Cl)cc(Cl)cc1C=Nc1ccc2c(c1)COCO2
6. COc1cccc2cc(C#N)c(=N)oc12
7. NC(=O)CNC(=O)CSc1nc2ccccc2s1
8. Cc1cc(/C=N\NC(=O)CCc2ccc(O)cc2)c2c(C)ccc(C(C)C)cc1-2
9. CCOC1=NC(C(F)(F)F)(C(F)(F)F)N=C(N2CCOCC2)O1
10. C#CCOC(=O)Nc1cnc(OCC)c(C(F)(F)F)c1
Assay by compound | 1 | 2 | 3 | 4 | 5 | 6 | 7 | 8 | 9 | 10
NOTCH ag | 0.6 | -1.0 | -0.7 | -0.3 | -0.4 | -0.6 | -0.2 | 0.0 | -0.7 | 0.2
S1P1 ag | -13 | 5 | 4 | -10 | 3 | -20 | -9 | -24 | 3 | 7
luminol inh ctr | -59 | -1 | 6 | 1 | -56 | 1 | -1 | -27 | 4 | -5
rat GALR2 agon | -4 | -12 | -8 | -4 | 12 | -5 | -7 | -4 | -8 | -3
PME-1 Maybr inh | -3 | -3 | 17 | -4 | 2 | -1 | -1 | 49* | -3 | 0
Nox1 inhibitor | 10 | -21 | -40 | -69 | 14 | -51 | -2 | -11 | -13 | 16
OPRK1 antag MB | 19 | -27 | 22 | -20 | 23 | 5 | 13 | -17 | 13 | 9
TLR4 MyD88 blk | 11 | -1 | 1 | -5 | 0 | -3 | -3 | -5 | 0 | 8

11. Cn1cc(Br)c(-c2ccc(NC(=O)Nc3ccc(Cl)cc3)cc2)n1
12. O=S(=O)(NCC1COc2ccccc2O1)c1cccs1 (stereo unspecified)
13. CC(C)(C)c1ccc(C(=O)N2CCOCC2)s1
14. COCCCNC(=S)NNC(=O)CC#N
15. COc1ccc(/C=C2\SC(=S)NC2=O)cc1
16. Cc1nc2ccc([N+](=O)[O-])cc2nc1C
17. O=c1c2c(N3CCOCC3)cc(N3CCOCC3)nc2n(-c2ccccc2)c(=O)n1-c1ccccc1
18. O=C(COc1ccc(SC(F)(F)F)cc1)Nn1cccc1
19. NS(=O)(=O)c1ccc(CNS(=O)(=O)c2cccc3nonc23)cc1
20. O=C(Nc1ccc(Oc2cccc3cccnc23)cc1)c1cccs1
Assay by compound | 11 | 12 | 13 | 14 | 15 | 16 | 17 | 18 | 19 | 20
NOTCH ag | -0.4 | -0.5 | -0.1 | -0.1 | -0.8 | 0.0 | 0.9 | -1.1 | -0.7 | -0.5
S1P1 ag | 49 | -1 | -6 | -5 | 44 | -6 | -19 | 6 | -24 | 5
luminol inh ctr | 1 | -1 | 3 | 98* | 4 | -1 | 1 | 5 | -1 | 4
rat GALR2 agon | -8 | -4 | -5 | -4 | -3 | -7 | -2 | -6 | -2 | 7
PME-1 Maybr inh | -280 | 1 | -7 | 6 | 0 | 0 | 6 | -7 | 10 | 8
Nox1 inhibitor | -22 | -39 | -25 | 41 | -35 | 7 | -21 | -103 | 12 | -65
OPRK1 antag MB | 36 | -17 | -14 | 5 | 16 | 6 | -10 | 15 | 19 | -6
TLR4 MyD88 blk | 6 | -4 | 1 | -8 | 7 | -2 | 2 | 19 | -8 | 1

21. N#C/C(=C\c1sccc1Oc1ccccc1)S(=O)(=O)c1ccc(C(F)(F)F)cn1
22. CC(=O)Nc1cccc(OCCCNC(=O)C2CCCCC2)c1
23. CCOC(=O)C(NC(C)=O)(Nc1cccc(C)n1)C(F)(F)F (stereo unspecified)
24. O=C(NCc1ccc2c(c1)CCO2)C1=Cc2ccccc2OC1
25. CCSc1cc(C(F)(F)F)c(C(=O)N(CC)c2ccc(Cl)cc2)cn1
26. Cc1nn(C)c(C)c1CNC(=O)c1ccc(N2CCOCC2)nc1
27. CCOC(=O)C/C(=N/Nc1ccsc1C(=O)OC)C(F)(F)F
28. COc1ccc(C2=C(C(C)=O)C(C)=NC(=S)C2C#N)cc1 (stereo unspecified)
29. N#CCc1c([N+](=O)[O-])ccc2c1ccn2Cc1ccccc1
30. Cc1cc(C)n(/N=c2\sc(-c3ccccc3)cn2C2CC3C=CC2C3)c(=O)c1C#N (stereo unspecified)
Assay by compound | 21 | 22 | 23 | 24 | 25 | 26 | 27 | 28 | 29 | 30
NOTCH ag | 0.0 | -0.6 | -0.7 | 0.0 | -0.5 | 2.0 | 0.1 | -0.8 | -1.1 | 0.2
S1P1 ag | -8 | -15 | 3 | 20 | 2 | 0 | -5 | -4 | 50 | -8
luminol inh ctr | 0 | -2 | -3 | -6 | -5 | -8 | 0 | -3 | -2 | -4
rat GALR2 agon | 0 | -2 | -6 | -4 | -9 | 0 | -7 | -8 | -9 | -6
PME-1 Maybr inh | 1 | 3 | 2 | 4 | 12 | 4 | -1 | 2 | 8 | 1
Nox1 inhibitor | -16 | -20 | -1 | 10 | 5 | -5 | -32 | -21 | 1 | -29
OPRK1 antag MB | -10 | 1 | -4 | 8 | 2 | 3 | -7 | -13 | -23 | 6
TLR4 MyD88 blk | -1 | 5 | -8 | 2 | -6 | -5 | 1 | 0 | 5 | -1

31. Cc1ccc(C)n1-c1ccc(OC(F)(F)F)cc1
32. Cc1nn(-c2ccccc2)c(N2CCOCC2)c1[N+](=O)[O-]
33. Cc1nc(-c2nc(-c3ccc(Cl)s3)cs2)cs1
34. CC(C)(C)c1ccc(Oc2ncccc2[N+](=O)[O-])c(Cl)c1
35. c1ccc2oc3cc4ccccc4c-3cc2c1
36. COC(=O)c1c(C)oc(C)c1S(=O)(=O)Nc1c(-c2ccccc2)c(C(F)(F)F)nn1C
37. CCOC(=O)c1nn(-c2ccc(Cl)cc2)c2nc3ccccc3n12
38. Cc1cc(NC(=O)C2CCN(C(=O)OCc3ccccc3)CC2)n(C)n1
39. O=C(NCCCN=Cc1ccccc1O)c1c(F)cccc1F
40. CN(C)c1cccc2c1c(NC(=O)Nc1ccc(OCc3ccccc3)cc1)nn2C
Assay by compound | 31 | 32 | 33 | 34 | 35 | 36 | 37 | 38 | 39 | 40
NOTCH ag | -0.2 | -0.9 | -0.2 | 0.1 | -1.0 | -0.8 | -0.4 | -1.0 | 0.1 | -0.7
S1P1 ag | 3 | 6 | 5 | 22 | 9 | 10 | -23 | 2 | -19 | -13
luminol inh ctr | -5 | -2 | -1 | -6 | 4 | 2 | 2 | -3 | 2 | -55
rat GALR2 agon | -5 | -5 | -10 | -3 | -5 | -5 | -5 | -6 | -3 | -4
PME-1 Maybr inh | 4 | 3 | 2 | 6 | 2 | -5 | -11 | 5 | -3 | -2
Nox1 inhibitor | 12 | -67 | -33 | 59 | -85 | -46 | -19 | -19 | -15 | 34
OPRK1 antag MB | -2 | -13 | -4 | 8 | 15 | 23 | 4 | 0 | 5 | 61*
TLR4 MyD88 blk | -14 | 1 | 5 | -2 | 9 | 10 | 1 | -5 | 1 | -5

41. Cc1nc(-c2ccccc2)nc2sc(C(=O)c3ccc(F)cc3)c(N)c12
42. CC(C)NC(=O)N1CCCN(c2nc3ccc(Cl)cc3s2)CC1
43. Cc1ccc2nc3c4ccccc4cnc3n2c1
44. Cc1c(C2=NOC(O)(C(F)(F)F)C2)sc2ccc(Cl)cc12 (stereo unspecified)
45. CNC(=O)OC(C)(C)C#Cc1cncnc1
46. N#C/C(=C\c1ccc(OCc2ccccc2)cc1)C(=O)O
47. COc1cccc(Nc2ccc(-c3ccccc3)nn2)c1
48. COc1cc(N2CCCC2)c([N+](=O)[O-])cc1[N+](=O)[O-]
49. C/C(=N\Nc1nc2c(c(=O)n(C)c(=O)n2C)n1Cc1ccccc1)c1ccc(Cl)cc1
50. Cc1csc2sc(/C=C(\C#N)S(=O)(=O)c3cccs3)c(C)c12
Assay by compound | 41 | 42 | 43 | 44 | 45 | 46 | 47 | 48 | 49 | 50
NOTCH ag | 0.8 | -0.5 | -0.5 | -0.7 | -0.2 | 0.0 | -0.6 | -0.2 | -0.8 | -0.2
S1P1 ag | 39 | 4 | 2 | -3 | -7 | 13 | -1 | 6 | -18 | 11
luminol inh ctr | 1 | 1 | 5 | 2 | 3 | -3 | -4 | 2 | 5 | 4
rat GALR2 agon | -1 | -8 | -6 | -7 | -4 | -5 | -4 | -5 | -7 | -4
PME-1 Maybr inh | 0 | 0 | 0 | 5 | -1 | -1 | 15 | 3 | 7 | 0
Nox1 inhibitor | 9 | 7 | -2 | -7 | -41 | 15 | 20 | -23 | 62 | -30
OPRK1 antag MB | 37 | -5 | 7 | 7 | 4 | -4 | 4 | 6 | -28 | 6
TLR4 MyD88 blk | 2 | 3 | 5 | -7 | 5 | 0 | -4 | -2 | -6 | 13

51. Nc1nnc2sc(SCC(=O)O)nn2c1=O
52. CC1=C(C#N)C(c2ccc(-c3ccc(Cl)cc3[N+](=O)[O-])o2)C(C#N)=C(C)N1
53. CCOC(=O)c1c(C)c(=O)oc2c1c(=O)[nH]n2-c1ccccc1
54. COC(=O)C(CCSC)NC(=O)C(CC(C)C)NC(=O)c1cccnc1SC (stereo unspecified)
55. Cc1ccc(OCC(O)CN2CCC(C(N)=O)CC2)c([N+](=O)[O-])c1 (stereo unspecified)
56. Cc1nc(C)c(-c2n[nH]c(=S)n2C)s1
57. CC(C)(COC(=O)Nc1ccc(Cl)cc1)n1cccc1
58. COC(=O)c1cc(OC)c(OC)cc1NC(=O)c1ccccc1C(=O)O
59. Cc1nn(C(=O)c2cccs2)c(C)c1Cc1c(F)cccc1Cl
60. O=[N+]([O-])c1cc(Cl)ccc1Sc1ccccn1
Assay by compound | 51 | 52 | 53 | 54 | 55 | 56 | 57 | 58 | 59 | 60
NOTCH ag | -0.7 | 0.0 | -0.7 | -0.3 | -2.9 | -0.1 | 0.3 | 0.5 | -1.2 | -0.7
S1P1 ag | -9 | 11 | -4 | 3 | 1 | -3 | -2 | 14 | 0 | 18
luminol inh ctr | 14 | 5 | 4 | -1 | -2 | 100* | 0 | -6 | -4 | -6
rat GALR2 agon | -1 | -9 | -7 | -9 | -4 | -3 | -7 | 0 | -8 | -2
PME-1 Maybr inh | 3 | -1 | -1 | -3 | 5 | 3 | 5 | 6 | 6 | 7
Nox1 inhibitor | 27 | -28 | -17 | -14 | -5 | 6 | -14 | 1 | 0 | 29
OPRK1 antag MB | 9 | -13 | 1 | -28 | 5 | 5 | -10 | 5 | 9 | 7
TLR4 MyD88 blk | 2 | 4 | -3 | 1 | -4 | 17 | -6 | -5 | -8 | 9

61. CN1C2CCC1/C(=C\c1ccc(F)cc1)C(=O)/C2=C/c1ccc(F)cc1
62. Cc1oc(-c2ccc(Cl)cc2)cc1COC(=O)Nc1ccccc1
63. CC(=O)Nc1ccc(S(=O)(=O)NC23CC4CC(CC(C4)C2)C3)cc1
64. COc1ccc(SCCC(=O)NNS(=O)(=O)c2sc3ccc(Cl)cc3c2C)cc1
65. CSC(=CC(=O)c1ccccn1)SC
66. COc1cc(C=Nc2ccc(Cl)cc2)ccc1OC(=O)C1CC1
67. O=S(=O)(c1ccccc1)c1cc(C(F)(F)F)cc(C(F)(F)F)c1
68. CC(C)n1c(=S)[nH]c2cc(C(F)(F)F)ccc21
Assay by compound | 61 | 62 | 63 | 64 | 65 | 66 | 67 | 68
NOTCH ag | -0.1 | 0.4 | -0.9 | 0.0 | -0.4 | -0.1 | -0.6 | 0.3
S1P1 ag | 26 | 38 | 3 | -3 | 3 | -2 | 2 | -14
luminol inh ctr | -6 | 0 | 3 | 3 | 1 | -2 | -1 | 24
rat GALR2 agon | -9 | -10 | -8 | -4 | -4 | -3 | -7 | -2
PME-1 Maybr inh | 4 | -32 | -3 | -1 | 1 | -4 | 0 | -2
Nox1 inhibitor | 25 | 17 | -54 | 10 | -19 | -5 | -1 | -11
OPRK1 antag MB | 18 | 14 | -6 | 0 | -9 | -16 | -1 | 6
TLR4 MyD88 blk | -13 | -8 | -4 | 8 | 2 | 1 | -1 | 9
